EPAC1 antag – qHTS for Antagonist of cAMP-regulated guanine nucleotide exchange factor 3 (EPAC1): primary screen; Rap guanine nucleotide exchange factor 3 (Homo sapiens), O95398; EPAC1 GEF assay, Rap1b-BODIPY-GDP exchange fluorescence; Potency, µM (series often up to 115 µM), inactives show at the top dose activity change, negative = inhibition, hits mostly inhibitors; actives 0.14% (n = 360,000);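 further: potency means the concentration at half of the fitted maximal effect; plate controls were vehicle for no effect and positive control for full effect; nearly all actives have a fitted effect of over 50% in size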
PTHR1 agonist – qHTS for PTHR1 Agonists: Primary Screen. HEK293 GP2 PTHR1 cells, GloSensor cAMP luminescence, 1 h. Potency, µM (series often up to 115 µM), for the others: top-dose activation, usual class: activators. actives 0.075% (n = 410,000). AID 743266, 2014; further: potency means the concentration at half of the fitted maximal effect; nearly all actives have a fitted effect of over 55% in size; some results filed as inactive show a strong effect at the top dose; inactives centre near -15; many of its hits are not listed in these tables
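HEK-293-derived GP2 cells expressing PTHR1 and a GloSensor cAMP reporter, 3,000/well, plated overnight, given luciferin plus IBMX (each 0.5 mM as added) for 1 h at 37 °C, then compound for 1 h at 37 °C. Luminescence was read after 15 min at room temperature.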
GLP1R cytotox – qHTS of GLP-1 Receptor Inverse Agonists: Cytotox Screen. actives 0.13% (n = 410,000). Potency, µM (series often up to 38.3 µM), for inactives: top-dose activity change, negative = inhibition, most hits filed as inhibitors. HEK293 cAMP-luciferase reporter cells, luminescence, 24 h. AID 624418, 2012;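 further: loss of luciferase light is scored as toxicity; potency means the concentration at half of the fitted maximal effect; on the % scale 0 is the no-effect control and ±100 the full control effect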
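Cells in DMEM/10% Nu serum/1% pen-strep, 1536-well format. Pre-incubated 12 h, dosed with 23 nL compound, incubated a further 24 h. Luciferase detection, 12 min at room temp, luminescence.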
PI5P4K alpha inh – qHTS for Inhibitors of phosphatidylinositol 5-phosphate 4-kinase (PI5P4K); Phosphatidylinositol 5-phosphate 4-kinase type-2 alpha (Homo sapiens), P48426; PI5P4Kalpha enzyme, ADP-Glo luminescence, 60 min; active compounds read low; max response, %; actives 1.2% (n = 330,000); active means max response of -50% or lower; inconclusive means between -30% and -50%; inactive means -30% or higher; further: value at the top dose of about 77 µM; on the % scale 0 is the no-effect control and ±100 the full control effect
Target sequence (P48426 whole entry, looked up): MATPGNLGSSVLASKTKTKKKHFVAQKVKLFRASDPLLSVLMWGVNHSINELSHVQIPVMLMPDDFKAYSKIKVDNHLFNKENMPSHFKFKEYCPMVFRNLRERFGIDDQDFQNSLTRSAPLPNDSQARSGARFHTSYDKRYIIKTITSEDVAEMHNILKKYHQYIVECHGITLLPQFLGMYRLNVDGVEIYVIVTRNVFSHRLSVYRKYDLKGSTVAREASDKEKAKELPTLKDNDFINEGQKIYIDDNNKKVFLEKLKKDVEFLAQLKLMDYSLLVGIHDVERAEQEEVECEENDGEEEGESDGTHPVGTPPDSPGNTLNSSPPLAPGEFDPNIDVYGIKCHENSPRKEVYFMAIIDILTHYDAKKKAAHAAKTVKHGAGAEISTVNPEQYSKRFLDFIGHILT
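Enzyme plus substrate dispensed, test compounds pinned in, then ATP (5 microM final) added. After 60 min at RT, ADP-Glo reagent 1 for 45 min and reagent 2 for 30 min preceded luminescence imaging.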
PLK1 PBD inh – qHTS for Inhibitors of PLK1-PDB (polo-like kinase 1 - polo-box domain): Primary Screen. Potency, µM, for inactives: max response, negative = inhibition, most hits filed as inhibitors. actives 2.8% (n = 360,000). Plk1 PBD binding of FITC phosphopeptide, fluorescence polarization. Serine/threonine-protein kinase PLK1 (Homo sapiens), P53350; further: potency means the concentration at half of the fitted maximal effect; series mostly up to about 57 µM; on the % scale 0 is the no-effect control and ±100 the full control effect; nearly all actives have a fitted effect of over 65% in size
Target sequence (P53350 whole entry, looked up, the tested form may be a part): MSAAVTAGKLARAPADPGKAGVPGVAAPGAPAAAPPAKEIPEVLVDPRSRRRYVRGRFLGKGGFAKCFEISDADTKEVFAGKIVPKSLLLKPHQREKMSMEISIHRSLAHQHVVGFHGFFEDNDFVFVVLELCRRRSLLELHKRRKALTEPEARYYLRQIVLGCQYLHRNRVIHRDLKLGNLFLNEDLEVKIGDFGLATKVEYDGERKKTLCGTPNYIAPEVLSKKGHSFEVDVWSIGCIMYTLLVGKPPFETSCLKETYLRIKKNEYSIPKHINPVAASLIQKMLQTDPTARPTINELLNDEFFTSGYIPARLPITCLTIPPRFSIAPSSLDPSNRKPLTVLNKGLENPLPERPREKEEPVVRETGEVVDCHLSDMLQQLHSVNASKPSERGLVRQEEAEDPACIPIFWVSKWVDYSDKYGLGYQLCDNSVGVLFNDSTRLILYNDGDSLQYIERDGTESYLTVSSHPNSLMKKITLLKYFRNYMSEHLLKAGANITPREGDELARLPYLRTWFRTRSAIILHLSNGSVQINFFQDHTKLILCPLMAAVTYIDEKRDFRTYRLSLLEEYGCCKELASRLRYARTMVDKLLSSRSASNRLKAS
GLP-1R agonist – qHTS of GLP-1 Receptor Agonists; Glucagon-like peptide 1 receptor (Homo sapiens), P43220; HEK293 GLP-1R CRE-luciferase, luminescence, 4-6 h; cells express a hypersensitive GLP-1R form; Potency, µM (titrated, usually from 45.6 µM), without a hit: at the highest dose activation, usual class: activators; actives 0.007% (n = 380,000); AID 624172, 2012; further: potency means the concentration at half of the fitted maximal effect; % of control where 0% means no effect
GLP-1R inv ag – qHTS of GLP-1 Receptor Inverse Agonists (Inhibition Mode) | Glucagon-like peptide 1 receptor (Homo sapiens), P43220 | HEK293 GLP-1R CRE-luciferase, luminescence, 24 h; GLP-1R form is constitutively active | Potency, µM (series often up to 38.3 µM), without a hit: at the highest dose activity change, negative = inhibition, actives largely listed as inhibitors | actives 1.6% (n = 410,000) | AID 624417, 2012; further: potency means the concentration at half of the fitted maximal effect; on the % scale 0 is the no-effect control and ±100 the full control effect; nearly all actives have a fitted effect of over 55% in size
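Cells are plated, allowed 12 hours at 37 deg C, then treated with compounds for 24 hr before luciferase detection reagent is added and luminescence is read after 12 min at room temperature. The HEK293 line carries constitutively active GLP-1R with a cAMP-responsive reporter.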
EPAC1 agonist – qHTS for Agonist of cAMP-regulated guanine nucleotide exchange factor 3 (EPAC1): primary screen. Rap guanine nucleotide exchange factor 3 (Homo sapiens), O95398. EPAC1 agonist qHTS, biochemical assay; response scale: 100% = response to 6.5 mM cAMP. Potency, µM (titrated, usually from 154 µM), for the others: at the highest dose activation, hits mostly activators. actives 0.073% (n = 360,000). AID 720707, 2013; further: potency means the concentration at half of the fitted maximal effect; nearly all actives have a fitted effect of over 60% in size
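Fluorescent GDP-exchange assay: 100 nM EPAC1 with 250 nM Rap1B preloaded with BODIPY-GDP and 50 uM GDP; compounds tested as concentration series, 5 min at room temperature, then read every 5 min for 30 min (ex 480/em 540 nm); normalized to 6.5 mM cAMP.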
IL-2 act – qHTS of IL-2 Activators. IL-2 activation reporter assay, cell-based qHTS; stimulated with anti-CD3/CD4/CD28 beads; in transgenic mouse T cells. activation, % (series mostly up to about 46 µM). actives 0.065% (n = 360,000); in the data active means activation above about 50%; inconclusive means mostly about 30% to 49%; further: 0% is about no effect
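Quantitative HTS in unstimulated transgenic mouse T cells, with memory T cells as non-tolerant control and PMA/ionomycin as tolerance-bypass control. Compound pretreatment lasted 60 minutes before 18 h bead stimulation; EGFP/DsRed fluorescence read.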
Active calls of the source: *; i = inactive; ? = inconclusive; · = no result given; & = joins results of further samples; [ ] = another dose, or the depositor's remark. Unless noted, the call rests on the fitted dose curve; in most records, active means well fitted curve in the direction sought with a large enough effect; inconclusive means small, poorly fitted or top-dose-only effect, or another doubt; inactive means no such curve, though single readings can be large; an effect the other way counts as inactive or inconclusive. An excerpt; the hit share may differ from the screen's.

SMILES	EPAC1 antag	PTHR1 agonist	GLP1R cytotox	PI5P4K alpha inh	PLK1 PBD inh	GLP-1R agonist	GLP-1R inv ag	EPAC1 agonist	IL-2 act
O=C(NCCCN1CCN(c2ccccc2F)CC1)C1CCCN(S(=O)(=O)c2cnc[nH]2)C1 (stereo not given)	-8.7%	-12.7%	-15.7%	-1.3	1.5%	-2.0%	-4.7%	2.3%	-1.8
CCOCCCNC(=O)C(NC(=O)c1ccc(=O)[nH]c1)c1ccccc1 (stereo not given)	-0.8%	-12.6%	23.5%	0.6	-12.2%	-20.1%	-2.3%	2.5%	-2.2
CCc1ccc2oc(-c3cc(N=Cc4cccc(OC)c4O)ccc3O)nc2c1	-19.4%	-28.2%	3.5%	0.0	-3.5%	-15.3%	6.3%	15.6%	-3.5
Cc1ccc(-n2cc(C(C)(C)C)[nH]c2=S)cc1	26.0%	-9.8%	?	-10.0	-15.7%	-1.4%	?	4.7%	-2.9
CCOC(=O)c1ccc(NC(=O)COC(=O)c2cccc(Oc3ccccc3)c2)cc1	-11.9%	i	-23.6%	-1.9	-3.2%	-1.6%	-6.2%	-2.1%	-3.8
CCOC(=O)Cc1cc(-c2ccc(OC)cc2)nc2ccc3ccccc3c12	2.4%	i	6.2%	31.6	-4.5%	-1.8%	-7.6%	26.6%	-0.1
CCc1ccc(NC(=O)C2CCCN2S(=O)(=O)c2ccc3c(c2)C(C)(C)C(=O)N3C)cc1 (stereo not given)	3.3%	-38.7%	3.4%	1.5	0.3%	5.3%	-0.6%	-6.9%	3.7
NC(=S)N/N=C/c1ccccc1[N+](=O)[O-]	-10.0%	i	6.4%[7.66 µM]	-6.4	?	12.8%	8.9%[7.66 µM]	5.0%	5.0
CC(=O)Nc1ccc(S(=O)(=O)NCCC(=O)Nc2ccc(C)c(F)c2)cc1	-3.9%	22.0%	5.5%	-0.3	-2.3%	10.4%	12.0%	-1.4%	-0.3
COc1ccccc1N1CCN(C(=O)C2CCCN(S(=O)(=O)c3ccc4c(c3)CCCN4C(C)=O)C2)CC1 (stereo not given)	-23.9%	-20.8%&-41.9%	13.1%&1.5%	-16.3	?	10.6%	?	-9.4%	-2.2
Cc1ccccc1N1CCN(C(=O)[C@@H]2CCCN2C2=NS(=O)(=O)c3ccccc32)CC1	-4.2%	-34.5%[inhibitor]	-10.4%	3.5	-9.8%	-1.9%	2.2%	12.3%	3.2
CCOc1ccc(CNc2ccc(S(N)(=O)=O)cc2)cc1	?	-66.8%[inhibitor]	23.4%	-1.2	-12.3%	6.4%	4.3%	-3.8%	0.4
O=C(NCC[C@H]1CC[C@@H](NC(=O)C2CCOCC2)[C@@H](CO)O1)Nc1ccc(Cl)cc1	9.2%	-20.2%	0.4%	0.6	1.4%	·	9.4%	-8.0%	0.2
COc1ccc(-c2nc3ccccc3c(=O)n2NC(=S)N(C)C)cc1	-8.5%	i	16.2%	?	4.74µM*	8.7%	27.1%	-0.5%	-1.7
C=C1N(c2ccccc2)C(=O)OC1(C)C	7.4%	i	-9.1%	-7.9	-8.0%	6.2%	20.1%	5.9%	0.7
O=C1[C@@H]2Cc3c([nH]c4ccccc34)C(c3cccc([N+](=O)[O-])c3)N2C(=O)CN1CCCO (stereo not given in full)	-5.7%	-0.1%	5.9%	2.1	-5.7%	8.6%	-0.6%	-3.2%	-1.7
O=C1CC(c2ccc(Cl)cc2)CC(=O)C1CS(=O)(=O)c1ccccc1 (stereo not given)	?	i	2.6%	-57.9*	26.7µM*	-1.2%	-24.5%	8.1%	2.6
COc1cccc(C(=O)NNC2=CC(=O)CC(C)(C)C2)c1	-1.1%	-28.7%[57.5 µM]	3.7%	·	-8.5%	-16.5%	1.1%	7.4%	-2.3
Cc1cc(C)c(NC(=O)CSc2nc(C)cc(C)c2C#N)c(C)c1	·	-26.6%	3.9%	·	·	-3.9%	5.4%	·	·
O=C(Cc1ccccc1)NNC(=O)c1cnccn1	-21.5%	-14.2%	-3.3%	-4.9	-4.0%	10.0%	19.2%	-0.3%	0.7

Compound profiles, from the list above. Order of screens: EPAC1 antag, PTHR1 agonist, GLP1R cytotox, PI5P4K alpha inh, PLK1 PBD inh, GLP-1R agonist, GLP-1R inv ag, EPAC1 agonist, IL-2 act
Entry for CC(=O)Nc1ccc(S(=O)(=O)NCCC(=O)Nc2ccc(C)c(F)c2)cc1 → -3.9%, 22.0%, 5.5%, -0.3, -2.3%, 10.4%, 12.0%, -1.4%, -0.3
Entry for COc1cccc(C(=O)NNC2=CC(=O)CC(C)(C)C2)c1 → -1.1%, -28.7%[57.5 µM], 3.7%, ·, -8.5%, -16.5%, 1.1%, 7.4%, -2.3

Next records follow.
SMILES	EPAC1 antag	PTHR1 agonist	GLP1R cytotox	PI5P4K alpha inh	PLK1 PBD inh	GLP-1R agonist	GLP-1R inv ag	EPAC1 agonist	IL-2 act
COC(=O)N1CCN(CCc2ccccc2)CC1	-15.4%	-4.7%	-12.8%	-3.8	8.2%	8.6%	-3.4%	-1.3%	-2.9
C=Cc1ccc(C(=O)N2CCCC(Nc3ccc4c(c3)OCCO4)C2)cc1 (stereo not given)	1.1%	i	-14.8%	-9.2	-2.0%	10.7%	-18.0%	-2.3%	0.0
O=c1oc2cc(O)ccc2c2ccccc12	-1.1%	i	110.9%[activator]	-3.7	-14.5%	8.8%	135.8%[activator]	-1.4%	2.1
O=C(/C=C/c1ccc(Cl)cc1)NCc1cccs1	-7.9%	-8.2%	1.4%	1.8	-6.4%	6.4%	-11.4%	-3.6%	-2.8
COC(=O)CC1COc2ccccc2N1C(=O)c1cccc(Cl)c1 (stereo not given)	-3.1%	i	2.8%	0.2	0.6%	9.5%	0.0%	8.8%	-1.4
CCOc1ncccc1C(=O)NNC(=O)c1ccccc1-n1cccc1	6.2%	0.6%	11.4%	1.1	-23.1%	10.6%	44.2%[activator]	0.2%	1.0
COc1ccc2c(C(=O)c3ccc(C)cc3)n(CCC(N)=O)[n+]([O-])c2c1	0.7%	-15.7%	-18.4%	-1.5	-2.2%	-0.5%	2.6%	6.7%	-0.3
CCOC(=O)c1cncc(NC(=O)c2ccccc2)c1	11.7%	i	-9.6%	-5.7	-2.0%	7.9%	4.7%	0.8%	-0.2
O=C(NCN1CCCCC1)c1cccnc1	-1.1%	-11.8%[57.5 µM]	1.7%	·	-7.5%	-5.5%	6.3%	3.0%	-2.0
CCCC1=C(C(=O)OCC)C(c2ccc(OC)c(CSc3ccccn3)c2)C(C#N)=C(N)O1 (stereo not given)	-3.9%	i	2.7%	2.5	-28.9%	5.2%	-5.8%	0.0%	2.1
Cc1cc2cc(C(=O)N3CCc4c([nH]c5ccccc45)C3c3ccccn3)ccc2o1 (stereo not given)	3.4%	i	-6.2%	16.1	3.2%	8.6%	?	3.9%	-1.9
Cn1c(=O)c2c(nc(N3CCCCCC3)n2Cc2cccc3ccccc23)n(C)c1=O	-17.3%	-29.7%	-18.8%	-0.3	-19.1%	-5.9%	?	2.9%	-0.6
COc1cccc(C2=NOC(C(=O)NC3CCCCC3)C2)c1 (stereo not given)	11.8%	-1.4%	-26.0%	·	-6.0%	-4.3%	0.0%	8.8%	-2.6
O=C(C1CC(=O)N(c2ccc3c(c2)OCCO3)C1)N1CCN(S(=O)(=O)c2ccccc2F)CC1 (stereo not given)	13.8%	-20.8%	-16.0%	-28.0	-0.1%	-30.8%	-15.5%	2.1%	0.1
CC(=O)c1ccc(S(=O)(=O)N2CCN(CC(=O)Nc3ccccc3C(=O)NC3CC3)CC2)cc1	-4.4%	-2.8%	-9.0%	0.2	-6.4%	7.8%	7.0%	8.5%	-0.3
CCOC(=O)C1CCN(CC(O)COC(CC)c2ccccc2)CC1 (stereo not given)	-23.3%	-14.9%	-25.7%	-2.9	5.2%	-7.5%	5.3%	-11.9%	-0.8
Cc1ccccc1NC(=O)CN1CCc2ccccc2C1	-25.5%	-2.3%	-5.4%	-4.7	-10.1%	6.0%	?	2.7%	-2.6
CC1(C(=O)Nc2ccc3c(c2)OCO3)Cc2c(-c3cccc(C(F)(F)F)c3)ccnc2O1 (stereo not given)	-7.5%	i	?	8.6	-6.9%	25.7%	?	-11.9%	2.0
COc1cc(NC(=O)c2cc(C(C)C)on2)cc(OC)c1OC	9.4%	i	0.4%	0.4	1.8%	2.1%	2.1%	-14.1%	-3.1
O=C(CN1CCN(c2ccccn2)CC1)Nc1ccc(F)cc1F	6.4%	-21.7%	-3.2%	3.8	-8.4%	-1.4%	1.4%	-7.1%	3.1
CCOC(=O)c1cc(C#N)c(N)nc1C	5.4%	-43.7%[inhibitor][57.5 µM]	4.2%	·	2.5%	11.3%	109.5%[activator]	2.0%	1.1
COc1ccccc1/C=C/C=N/NC(=O)CCn1cnc2ccccc21	3.5%	?	-24.6%	-1.1	-4.7%	26.2%	?	8.5%	-2.4
Cc1cc2c(cc1C)C(c1cccc(OC(C)C)c1)CC(=O)N2 (stereo not given)	·	-21.3%	1.0%	·	·	4.8%	-9.8%	·	·
COc1ccccc1NC(=O)c1cccc(NC(=O)c2ccco2)c1	4.4%	-22.3%	-19.1%	-1.5	0.0%	15.2%	4.8%	2.6%	-2.2
COc1ccccc1CNC(=O)COc1ccc([N+](=O)[O-])cc1	-3.4%	i	2.6%[7.66 µM]	6.4	-12.9%	10.2%	5.6%[7.66 µM]	-17.2%	1.1
